# Screening data from PubChem.
# KKLEB cytotox: CF airway cell cytotoxicity counter-screen. activity change (cytotoxicity), % at 5 µM. AID 602141. KKLEB CF airway cells viability, ATPlite luminescence, overnight; stronger effect = lower value; cells stimulated with P. aeruginosa culture filtrate. 0.36% of 360,000 active;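 active means corrected activity change at or below -50% at 5 µM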
# SRC3 inh: human NCOA3 inhibition | Q9Y6Q9 | HEK293 GAL4-SRC3 luciferase reporter, luminescence | inhibition, % at 3.6 µM | 0.17% of 360,000 active | AID 588352;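 active means inhibition above a per-campaign cutoff, the mean of all compounds plus 3 SD, cut at about 60% in these data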;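 further: 0% = DMSO-treated cells and 100% = gossypol-treated cells at 36 µM; higher means less SRC3-driven luciferase light from the GAL4 reporter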
# TRAIL sens C8: caspase-8 TRAIL sensitization | NB7+C8 cells + TRAIL, ATPlite viability luminescence | inhibition (viability loss, TRAIL sensitization), % at 10 µM | 1% of 360,000 active;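 active means compounds causing at least 50% loss of cell viability in the single-dose screen, relative to plate controls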
# TROY signal inh: blocks TROY-dependent signaling in reporter cells. Q293 LMP1-TROYcd NF-kB luciferase reporter, 4 h. inhibition, % at 10 µM. AID 1347056. 0.98% of 360,000 active;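 active means compounds whose plate-normalised and pattern-corrected inhibition of the luciferase reporter signal at the single screening dose is 50% or more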
# NCOA2 inhibitor: human SRC2 (NCOA2) inhibition; HEK293 GAL4-SRC2 luciferase reporter, luminescence; inhibition, % at 9 µM; 0.17% of 370,000 active; AID 651957;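 active means inhibition above the mean inhibition of all tested compounds plus 3 SD, set per campaign, cut at about 52% in these data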;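 further: 0% = DMSO treated cells and 100% = cells given Gossypol at 36 µM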
# TWEAK Fn14 block: TWEAK-Fn14 signaling inhibition; inhibition, % at 10 µM; 2% of 360,000 active; TWEAK-stimulated Fn14 reporter cells, luciferase luminescence, 8 h; in the data active means inhibition above about 50%
# COUP-TFII inh: blocks human COUP-TFII nuclear receptor | P24468 | HEK293T NGFI-A luciferase reporter, luminescence | inhibition, % at 8.6 µM | 0.7% of 370,000 active;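 active means inhibition above a per-plate cutoff, mean inhibition of test wells between control levels plus 3 SD, cut at about 38% in these data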;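 further: cells cotransfected with COUP-TFII expression vector driving the NGFI-A reporter; 0% = median of COUP-TF2 test wells and 100% = reporter-only cells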
# SRC1 inh: inhibitors of human steroid receptor coactivator 1 (SRC1). Q15788. HEK293 GAL4-SRC1 luciferase reporter, luminescence. inhibition, % at 3.6 µM. 0.12% of 360,000 active. AID 588354;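 active means inhibition above the campaign mean plus 3 SD, with each screening campaign given its own cutoff, cut at about 60% in these data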;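 further: 0% = DMSO treated cells and 100% = gossypol at 36 µM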
# Target sequence (Q15788 whole entry, looked up, the tested form may be a part): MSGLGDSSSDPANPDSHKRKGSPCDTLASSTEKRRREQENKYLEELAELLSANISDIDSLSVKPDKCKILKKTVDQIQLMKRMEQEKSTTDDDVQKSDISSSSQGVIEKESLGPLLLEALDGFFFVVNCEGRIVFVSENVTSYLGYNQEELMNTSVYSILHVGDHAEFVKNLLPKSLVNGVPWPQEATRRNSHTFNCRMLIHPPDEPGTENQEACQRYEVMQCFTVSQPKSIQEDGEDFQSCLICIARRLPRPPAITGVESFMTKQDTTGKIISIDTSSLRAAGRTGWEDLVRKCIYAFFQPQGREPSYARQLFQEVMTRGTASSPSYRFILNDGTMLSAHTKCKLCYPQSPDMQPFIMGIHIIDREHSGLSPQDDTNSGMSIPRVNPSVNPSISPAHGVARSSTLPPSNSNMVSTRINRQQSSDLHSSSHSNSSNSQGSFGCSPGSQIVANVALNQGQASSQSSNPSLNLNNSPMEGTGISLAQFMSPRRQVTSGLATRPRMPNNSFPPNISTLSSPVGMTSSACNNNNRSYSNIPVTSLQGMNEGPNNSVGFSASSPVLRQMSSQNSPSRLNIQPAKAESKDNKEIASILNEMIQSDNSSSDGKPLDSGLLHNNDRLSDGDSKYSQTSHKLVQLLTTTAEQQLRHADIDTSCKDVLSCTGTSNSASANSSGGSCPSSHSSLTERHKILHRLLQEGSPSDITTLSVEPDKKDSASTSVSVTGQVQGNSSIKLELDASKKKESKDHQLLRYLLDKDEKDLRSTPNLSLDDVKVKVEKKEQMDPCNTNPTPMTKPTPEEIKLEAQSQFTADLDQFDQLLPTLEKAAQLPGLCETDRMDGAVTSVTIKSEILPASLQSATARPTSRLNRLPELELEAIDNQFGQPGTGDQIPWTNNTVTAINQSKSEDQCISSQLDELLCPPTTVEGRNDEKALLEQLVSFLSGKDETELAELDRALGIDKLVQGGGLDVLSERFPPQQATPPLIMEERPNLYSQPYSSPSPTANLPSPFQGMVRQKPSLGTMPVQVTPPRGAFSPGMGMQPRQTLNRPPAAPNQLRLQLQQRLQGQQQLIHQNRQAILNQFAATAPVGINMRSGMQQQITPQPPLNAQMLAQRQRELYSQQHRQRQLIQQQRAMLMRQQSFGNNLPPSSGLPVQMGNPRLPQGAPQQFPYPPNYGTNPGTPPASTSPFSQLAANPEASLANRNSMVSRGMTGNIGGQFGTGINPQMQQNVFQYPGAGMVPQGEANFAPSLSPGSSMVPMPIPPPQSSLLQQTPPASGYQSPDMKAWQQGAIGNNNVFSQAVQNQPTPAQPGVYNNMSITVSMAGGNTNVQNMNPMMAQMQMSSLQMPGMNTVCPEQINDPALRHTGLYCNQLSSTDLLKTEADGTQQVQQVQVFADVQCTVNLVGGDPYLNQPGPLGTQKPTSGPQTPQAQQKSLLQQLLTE
# NR5A2 inv ag: inverse agonists of human LRH-1 (NR5A2); O00482; HEK293T StAR-luciferase reporter, LRH-1 transfected, 24 h; inhibition, % at 3.6 µM; 0.13% of 360,000 active; AID 602396;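 active means inhibition above the mean inhibition of all tested compounds plus 3 SD, cut at about 73% in these data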;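 further: 0% = DMSO wells and 100% = reporter-only cells lacking LRH-1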
# CF NFkB inh: blocks PAF-induced NF-kB reporter in cystic fibrosis cells. KKLEB NF-kB-GFP reporter, GFP fluorescence overnight. inhibition, % at 5 µM. 0.86% of 360,000 active;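 active means at least 50% inhibition at 5 µM, scaled per plate between neutral and stimulator controls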;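 further: PAF is a Pseudomonas aeruginosa culture filtrate used as stimulus; plate controls were PAF-stimulated DMSO wells for no effect and unstimulated DMSO wells for full effect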
# LMP1 NFkB inh: reduces LMP1-driven NF-kappaB luciferase signal; LMP1-induced NF-kappaB luciferase reporter cells, luminescence; 0.69% of 350,000 active; inhibition, % at 12.5 µM; in the data active means inhibition above about 41%;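 further: 0% = neutral control wells and 100% = reference inhibitor control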
# Numbers without * were called inactive; . = not tested or not shown; & = joins results of further samples.
SMILES,KKLEB cytotox,SRC3 inh,TRAIL sens C8,TROY signal inh,NCOA2 inhibitor,TWEAK Fn14 block,COUP-TFII inh,SRC1 inh,NR5A2 inv ag,CF NFkB inh,LMP1 NFkB inh
CC(C)C[C@@]12C(=O)N(c3cccc(F)c3)C(=O)N1[C@H](c1ccc(Cl)cc1)[C@@H]1C(=O)N(C3CCCCC3)C(=O)[C@@H]12,8.5,11.5,7.2,5.9,-11.4,14.1,-9.7,-6.8,1.1,-0.7,4.9
Cc1ccc(OCc2nnc(SCC(=O)NCc3ccccc3)n2C)cc1,9.0,13.2,0.9,-5.0,-56.3,-8.3,-1.3,-1.4,-7.4,-8.3,5.5
CCCCn1c(SCC(=O)NC2CCCC2)nnc1-c1ccco1,0.6,2.2,-18.9,3.8,25.6,22.6,-1.2,8.3,30.1,-6.1,1.8
Cc1ccccc1C(OCCN(C)C)c1ccccc1 (stereo not drawn),20.5&10.3,9.7&-1.5,-8.3&1.7,-4.7&6.0,3.0&9.8,-7.3&-1.4,0.9&1.5,16.7&-7.6,18.9&13.5,-0.5&2.1,7.2&-4.4
Cc1cc2c(cc1C)-c1c(ssc1=Nc1ccc(S(N)(=O)=O)cc1)C(C)(C)N2,-39.9,2.3,0.4,8.0,-1.8,-66.5,-21.3,-12.7,-14.6,35.4,-45.8
Cc1ccc(OCCCCN2CCC(C)CC2)cc1,12.5,-6.4,-9.4,6.1,.,-5.2,.,-9.4,1.2,-4.1,5.7
CCN1CCn2c3c(c4cc(C)ccc42)CCCC31 (stereo not drawn),-4.5,-17.7,3.7,2.5,-21.0,-23.3,-2.3,-53.5,-12.8,-5.2,-4.7
CC1(C)Nc2ccccc2C(=O)N1c1ccc(Br)cc1,8.4,-158.9,24.8,-57.5,-71.2,18.7,-38.5,-104.0,-163.0,-34.0,-30.2
O=C(CCl)Nc1cccn2ncnc12,-10.5,4.4,7.8,30.0,19.2,-7.7,-11.5,8.6,59.8,5.8,-8.8
CC1(c2nnc(-c3ccc(Cl)cc3)o2)CC(c2ccc([N+](=O)[O-])cc2)=NO1 (stereo not drawn),2.6,4.1,-8.4,1.7,-0.1,-12.9,-3.2,-3.9,-5.0,3.4,-4.1
CCCCC(=O)N1CC(=O)Nc2ccc(F)cc2C1c1ccc(F)cc1 (stereo not drawn),2.1,9.0,-13.4,-12.7,-21.6,20.3,-2.4,-1.3,13.1,-22.5,-4.7
COc1ccc(OCCNC(=O)c2cccc(Oc3ccc(C(F)(F)F)cc3[N+](=O)[O-])c2)cc1,-4.6,17.3,20.3,24.1,23.4,43.0,18.6,8.4,-8.1,3.4,12.9
COc1ccc(/C=N/NC(=O)c2ccccc2[N+](=O)[O-])cc1CN1CCc2cc(OC)c(OC)cc2C1C (stereo not drawn),-3.7,4.6,12.7,0.8,-17.7,12.8,3.9,3.6,17.3,3.7,-4.0
COc1ccc(NC(=O)CC2(CC(=O)O)CCCC2)cn1,3.1,17.2,-3.0,-30.7,-10.7,4.0,1.2,11.2,-9.2,-8.9,2.3
C=C(C)C1CC=C(CN2CC(C)OC(C)C2)CC1 (stereo not drawn),10.0,11.2,12.3,8.2,-5.2,-5.7,-3.7,-0.6,13.1,-0.3,-3.3
CCOC(=O)C1C2C=CC3(CN(Cc4ccco4)C(=O)C13)O2 (stereo not drawn),4.0,1.5,6.3,9.9,-11.1,3.3,7.0,-5.1,9.1,-3.5,-3.5
O=C(OCC(=O)N1CCCc2ccccc21)c1ccc(C(F)(F)F)cc1,1.1,17.4,-27.0,-38.9,24.4,-15.3,-16.2,14.1,14.5,-16.6,2.8
CCCOC(=O)c1ccc(-c2ccc(C=O)o2)cc1,-2.7,-56.3,8.6,-25.2,-41.2,31.8,-27.0,-123.3,-150.3,6.7,-30.6
CC(=O)Nc1ccc(S(=O)(=O)NC2CC2)cc1,1.1,5.4,-1.6,11.0,-8.3,5.0,8.6,-8.1,-1.7,9.3,1.8
COc1cc(/C=C2\SC(=S)N(CC(=O)O)C2=O)ccc1OC(=O)c1ccco1,-1.7,-9.4,15.0,16.9,17.7,12.5,10.4,-7.4,-8.7,6.7,1.6
Cn1c(SCC(=O)NCCc2ccccc2)nnc1C1CCCCC1,4.3,-9.7,0.3,-3.0,-21.2,27.5,-20.9,-21.5,-8.1,-0.9,3.1
CC(=O)Nc1cccc(/C(C)=N\NC(=O)c2ccc(Cn3nc([N+](=O)[O-])c(Cl)c3C)o2)c1,4.2,-17.6,-3.6,2.8,-2.9,4.7,0.2,-13.0,-1.2,-1.0,-14.8
Cc1cc(C)cc(C(=O)NCC(=O)OCC(=O)N(C)C2CCS(=O)(=O)C2)c1 (stereo not drawn),0.6,19.3,-1.5,10.6,-3.8,5.8,-4.9,4.8,1.1,1.6,3.7
Cc1cc2oc(C(=O)Nc3ccc(S(=O)(=O)N4CCCC(C)C4)cc3)cc(=O)c2cc1Cl (stereo not drawn),-3.9,-2.0,45.3,-13.2,0.6,-12.1,14.1,-19.9,-7.7,-6.6,-1.4
COC(=O)NCN1C(=O)C2C3C=CC(C3)C2C1=O (stereo not drawn),5.8,6.9,-0.8,-1.4,-5.1,20.1,-8.3,10.6,-9.0,2.5,10.9

# (next part)
SMILES,KKLEB cytotox,SRC3 inh,TRAIL sens C8,TROY signal inh,NCOA2 inhibitor,TWEAK Fn14 block,COUP-TFII inh,SRC1 inh,NR5A2 inv ag,CF NFkB inh,LMP1 NFkB inh
CC(C)(CCO)Nc1ncnc2onc(-c3ccc(F)cc3)c12,0.8,-37.3,-45.3,8.5,1.2,-6.6,-15.5,9.2,8.3,10.5,-5.4
CCn1c(SCC(=O)NNC(=O)c2ccc(C)cc2)nnc1-c1ccco1,7.7,16.1,9.9,0.6,-17.2,8.7,-11.6,0.9,16.8,-5.2,1.9
O=C(CS(=O)CC(=O)NC12CC3CC(CC(C3)C1)C2)Nc1ccc(F)cc1 (stereo not drawn),-4.7,8.9,7.7,10.4,9.5,-9.8,-15.2,-3.7,9.9,6.2,-6.7
N#Cc1cc2c(nc1SCc1ccc(Cl)cc1)CCCC2,-5.1,4.8,-19.7,-1.7,-5.2,1.9,-23.2,-1.5,12.3,-3.9,4.2
CCCN(C(=O)c1nc2nc(C)cc(C)n2n1)c1c(N)n(Cc2ccccc2)c(=O)[nH]c1=O,-15.0,-14.0,9.8,-24.8,-3.1,1.3,1.5,-1.1,1.1,-1.1,8.8
CCOC(=O)/C(=C\c1ccccc1)C(=O)CCN1CCOCC1,-14.8,-4.7,15.4,0.1,-35.1,20.6,-1.2,0.1,-3.9,5.9,0.6
CCOc1ccccc1Nc1ccc(C(=O)O)cc1[N+](=O)[O-],-5.7,21.2,1.8,-6.5,-3.5,10.1,-40.8,8.3,17.2,5.1,-1.1
O=C(/C=C/c1ccc(O)c(O)c1)OC(Cc1ccc(O)c(O)c1)C(=O)O (stereo not drawn),-14.6,3.0,-2.7,0.9,4.6,-14.8,11.4,-10.0,13.9,28.7,-0.7
COc1ccc(S(=O)(=O)N(NC2=NS(=O)(=O)c3ccccc32)C(=O)C(C)C)cc1,3.8,-3.5,-7.6,-0.2,4.0,13.9,3.7,6.0,-5.7,4.2,-1.1
CCOC(=O)N1CCN(C(=O)C2CCN(S(=O)(=O)c3ccc(OC)cc3)CC2)CC1,-6.8,13.3,-2.0,-6.5,6.8,4.8,11.6,-1.4,8.8,4.0,-4.3
COCCN(C(=O)CCl)C(C(=O)NC1CCCCC1)c1ccccc1C (stereo not drawn),-21.0,59.4,16.9,-0.8,53.8*,47.9,-11.7,21.6,27.7,32.9,9.1
Cc1cccc(N(C(=O)c2csnn2)C(C(=O)NC(C)(C)C)c2ccncc2)c1 (stereo not drawn),-6.6,26.6,-13.7,-15.9,4.4,9.7,-20.5,-11.5,20.9,5.6,-20.4
[O-]c1n[n+](-c2ccc(Cl)cc2Cl)cc2ccccc12,-25.2,0.1,24.3,8.3,21.4,27.5,9.9,-0.9,3.1,10.0,-3.1
COc1cccc(C(=O)NCCCNC(=O)c2cccnc2)c1,-0.9,0.9,-8.0,12.1,-16.9,-0.6,4.3,-3.6,2.2,-0.8,-6.7
CCOc1ccc(OCc2ccc(C(=O)N(CC)CC)cc2)cc1,9.4,-53.1,11.0,-17.8,9.0,-6.1,1.1,-71.5,-92.5,-5.5,4.2
CCCN1C(=S)c2ccccc2C1c1ccccc1 (stereo not drawn),-1.9,-19.4,-6.0,-8.8,-12.9,-5.5,10.0,4.7,-1.2,-21.5,1.2
Cc1ccc(N2CC(C(=O)N3CCC(C(=O)Nc4nnc(C(C)C)s4)CC3)CC2=O)cc1 (stereo not drawn),-5.3,15.0,-0.2,3.0,-1.8,4.8,0.3,6.0,4.8,13.0,0.0
COc1ccc(C2=Nn3c(nnc3-c3ccco3)SC2)cc1,-0.8,16.4,12.1,11.6,-36.8,7.4,-12.6,-0.4,18.1,-19.0,-10.3
CN(Cc1cccs1)C(=O)Cc1c[nH]c2ccccc12,-2.7,-3.5,-0.2,-16.4,-10.2,-15.9,2.1,-14.7,1.1,-11.8,-16.3
Cc1ccc(C(=O)N/N=c2\oc3ccccc3cc2C(N)=O)cc1,3.0,-1.0,12.4,-44.6,-27.3,-6.2,-6.2,-23.9,0.1,-18.6,5.2
CC(C(=O)Nc1ccc([N+](=O)[O-])cc1Cl)N1CCN(S(=O)(=O)c2cccs2)CC1 (stereo not drawn),-6.3,10.2,-0.2,12.4,-8.0,-67.9,-1.9,-13.9,0.9,19.0,2.9
COc1ccc(NC(=O)c2cc(OC)c(OC)c(OC)c2Br)cc1OC,6.5,12.9,-1.4,9.8,-0.5,-14.8,1.7,0.1,-1.3,1.7,13.2
COc1cccc(OCCOCCOc2ccc(C)cc2[N+](=O)[O-])c1,0.9,12.8,-11.2,-10.5,-14.3,-7.3,2.9,-7.8,-1.4,0.1,5.8
Cc1c(C)c2c(OCC(=O)NCC(=O)NCC(=O)O)cc3c(c2oc1=O)CCC(C)(C)O3,5.0,-8.6,-3.8,-4.2,-2.4,-6.1,19.9,-32.3,1.1,2.4,8.2
O=C(CCC(=O)N1CCCc2ccccc21)N1CCN(S(=O)(=O)c2ccccc2)CC1,6.8,-7.1,-2.8,1.9,7.8,15.1,-1.4,-5.9,-3.6,-23.9,-7.5
C#CCOCCOCCOCCNc1nc(N2CCOCC2)nc(N2CCN(C(=O)[C@H](CCCCN)n3cc(CCCC)nn3)CC2)n1,0.2,-5.0,-6.1,9.5,-25.8,4.2,-3.2,-23.6,-5.1,-3.3,2.8
Cc1cccc(OCC(O)CN2CCOCC2)c1 (stereo not drawn),-4.8,-1.4,3.3,4.6,3.4,-11.5,9.8,-1.9,-6.6,-1.9,-5.4

# 3 entries already listed, ordered by heavy-atom count, high to low.
SMILES,KKLEB cytotox,SRC3 inh,TRAIL sens C8,TROY signal inh,NCOA2 inhibitor,TWEAK Fn14 block,COUP-TFII inh,SRC1 inh,NR5A2 inv ag,CF NFkB inh,LMP1 NFkB inh
COc1cccc(OCCOCCOc2ccc(C)cc2[N+](=O)[O-])c1,0.9,12.8,-11.2,-10.5,-14.3,-7.3,2.9,-7.8,-1.4,0.1,5.8
CC(C)(CCO)Nc1ncnc2onc(-c3ccc(F)cc3)c12,0.8,-37.3,-45.3,8.5,1.2,-6.6,-15.5,9.2,8.3,10.5,-5.4
CCOc1ccccc1Nc1ccc(C(=O)O)cc1[N+](=O)[O-],-5.7,21.2,1.8,-6.5,-3.5,10.1,-40.8,8.3,17.2,5.1,-1.1
